L3MBTL1 inh = blocks human L3MBTL1. 230,000 compounds, 0.66% hits. Q9Y468. AlphaScreen L3MBTL1–H3K9me1 peptide binding. Potency, µM (doses to about 57.1 µM), for the others: at the top dose activity, negative = inhibition, usual class: inhibitors; note: nearly all actives have a fitted effect of over 60% in size
Target sequence (Q9Y468 whole entry, looked up): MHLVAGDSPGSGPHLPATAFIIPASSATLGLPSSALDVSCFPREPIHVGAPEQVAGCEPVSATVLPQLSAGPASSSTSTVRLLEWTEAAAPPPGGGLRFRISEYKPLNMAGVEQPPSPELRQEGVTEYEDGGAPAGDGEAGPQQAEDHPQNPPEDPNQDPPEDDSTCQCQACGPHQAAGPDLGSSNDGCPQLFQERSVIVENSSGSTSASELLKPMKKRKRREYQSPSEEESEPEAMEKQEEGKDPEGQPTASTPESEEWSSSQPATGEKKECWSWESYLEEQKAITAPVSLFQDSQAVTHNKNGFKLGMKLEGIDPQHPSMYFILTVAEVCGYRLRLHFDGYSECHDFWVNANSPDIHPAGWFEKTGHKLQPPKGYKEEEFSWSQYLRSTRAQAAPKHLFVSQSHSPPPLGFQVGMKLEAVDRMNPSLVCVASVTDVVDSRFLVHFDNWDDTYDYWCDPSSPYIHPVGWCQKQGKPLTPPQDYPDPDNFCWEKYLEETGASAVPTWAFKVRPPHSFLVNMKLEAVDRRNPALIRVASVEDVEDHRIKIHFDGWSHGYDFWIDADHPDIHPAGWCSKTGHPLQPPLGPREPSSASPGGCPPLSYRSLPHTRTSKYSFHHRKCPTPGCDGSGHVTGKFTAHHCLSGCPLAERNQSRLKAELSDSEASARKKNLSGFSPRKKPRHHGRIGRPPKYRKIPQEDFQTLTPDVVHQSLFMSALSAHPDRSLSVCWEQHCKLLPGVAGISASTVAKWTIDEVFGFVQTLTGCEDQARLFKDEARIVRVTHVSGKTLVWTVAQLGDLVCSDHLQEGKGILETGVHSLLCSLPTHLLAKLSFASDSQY
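L3MBTL1 50 nM + b-AHA-H3(1-15)K9me1 75 nM, 30 min RT; compound added, 30 min RT; streptavidin donor/Ni-chelate acceptor beads 10 ug/mL each final, 30 min RT dark; AlphaScreen read.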
Tau fibril FP = blocks human tau fibril formation measured by polarization. P10636. K18 P301L tau heparin fibrillization, Alexa594 FP, 6 h. Potency, µM (highest dose often 57.7 µM), without a hit: top-dose activity, negative = inhibition, usual class: inhibitors. 280,000 compounds, 0.39% hits; note: nearly all actives have a fitted effect of over 55% in size
Target sequence (P10636 561-689 P618L limits assumed): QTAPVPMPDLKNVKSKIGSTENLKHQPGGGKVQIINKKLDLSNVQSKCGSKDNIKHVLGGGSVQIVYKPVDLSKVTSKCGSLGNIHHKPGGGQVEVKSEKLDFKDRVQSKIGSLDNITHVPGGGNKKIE
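Quantitative HTS format: compounds meet 15 uM recombinant K18 P301L tau and Alexa 594-tau tracer in 100 mM sodium acetate pH 7; 20 uM heparin triggers fibrillization at 37 C over 6 hr; FP gives the signal.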
TRb-SRC2 inh = inhibitors of human thyroid hormone receptor beta-SRC2 interaction | Potency, µM (top dose mostly 106 µM), for the others: top-dose activity change, negative = inhibition, hits mostly inhibitors | TRbeta-SRC2 peptide binding, fluorescence polarization; receptor liganded with 1 µM T3 | AID 1469 | 280,000 compounds, 0.065% hits;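 note: plate controls were bound peptide for no effect and peptide without receptor for full effect; nearly all actives have a fitted effect of over 50% in size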
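Read-out is fluorescence polarization (555 nm excitation, 632 nm emission) of a Texas Red SRC2 coactivator peptide; loss of signal reflects blocked binding to human TRb ligand-binding domain in the presence of 1 uM T3.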
aGal spleen mod = inhibits or activates alpha-galactosidase in human spleen homogenate. P06280. human spleen homogenate, 4MU-alpha-Gal fluorescence, 40 min. Potency, µM (highest dose often 80 µM), for the others: top-dose activity change, negative = inhibition, hits mostly inhibitors. 240,000 compounds, 0.008% hits. AID 2107;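 note: 0% = enzyme with vehicle and -100% = no enzyme basal signal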
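Human spleen homogenate (1 ug) was the enzyme source, with 4-methylumbelliferyl-alpha-D-galactopyranoside (1 mM final) in pH 5.0 citrate buffer with 0.01% Tween-20. Compounds were titrated; after 40 min at 37C, NaOH/glycine stop, 4-MU fluorescence read; AC50 from Hill fits.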
TexasRed fluor = counter-screen for TRb-SRC2 inhibitors: fluorescence interference; TRb/SRC2 Texas Red total fluorescence interference; Potency, µM (highest dose often 106 µM), without a hit: top-dose fluorescence change, negative = quenching; 280,000 compounds, 0.29% hits; AID 1479; active = well fitted curve in either direction with a large enough effect; inconclusive = small, poorly fitted or top-dose-only effect
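Human TRb ligand-binding domain at 0.6 uM with 20 nM Texas Red SRC2 peptide in Tris buffer containing 1 uM T3 and 5% DMSO, incubated with compound 5 h at ambient temperature. Total fluorescence (555/632 nm) calculated as parallel + 2 × perpendicular.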
Tau fluor counter = counter-screen for tau fibril formation inhibitors; Potency, µM (titrated, usually from 57.7 µM), for inactives: at the top dose activity change, negative = decrease; AID 1463; tau K18 P301L Alexa594 fluorescence, heparin fibrillization; 280,000 compounds, 0.93% hits; note: nearly all actives have a fitted effect of over 55% in size
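Human K18 P301L tau (15 uM unlabeled plus 0.24 uM Alexa 594-labeled, final) in 100 mM sodium acetate pH 7 was mixed with compound and 20 uM heparin and incubated 6 hr at 37 C.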
ALDH1A1 block = ALDH1A1 (human) enzyme inhibition; Purified ALDH1A1, NADH fluorescence, propionaldehyde substrate; Potency, µM (titrated, usually from 75.3 µM), without a hit: at the top dose activity, negative = inhibition, most hits filed as inhibitors; 220,000 compounds, 7.3% hits; P00352; active = well fitted inhibition curve with a large enough effect, not every such curve was filed as active; inconclusive = small, poorly fitted or top-dose-only effect, or another doubt; inactive = no such curve, though single readings can be large or run the other way;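 note: plate controls were no enzyme wells and a reference inhibitor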
Tau ThT inhib = blocks human tau fibril formation measured by thioflavin T | 270,000 compounds, 2.1% hits | recombinant tau K18 P301L, heparin-induced fibrillization, ThT fluorescence | Potency, µM (doses to about 57.4 µM), for the others: top-dose activity, negative = inhibition, usual class: inhibitors | P10636; note: nearly all actives have a fitted effect of over 55% in size
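Fibril formation assay: tau K18 P301L at 15 uM with trace Alexa 594 label, heparin inducer 20 uM, pH 7 sodium acetate buffer, 37 C for 6 hr; endpoint ThT signal.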
Active calls of the source: *; ? = inconclusive; · = no result given; & = joins results of further samples; [ ] = remark or other dose. Unless noted, calls come from the whole dose curve; as a rule, active = well fitted curve in the direction sought with a large enough effect; inconclusive = small, poorly fitted or top-dose-only effect, or another doubt; inactive = no such curve, though single readings can be large; an effect the other way counts as inactive or inconclusive. Unless noted, % is set by controls: 0 for no effect and ±100 for the full control effect; potency is the fitted concentration of half-maximal effect.

SMILES	L3MBTL1 inh	Tau fibril FP	TRb-SRC2 inh	aGal spleen mod	TexasRed fluor	Tau fluor counter	ALDH1A1 block	Tau ThT inhib
CSCCC(NS(=O)(=O)c1ccc2c(c1)OCCO2)C(=O)NCCc1ccccn1 (stereo unspecified)	-7%	-2%	-2%	-5%	1%	-1%	-5%	-5%
CCN(CC)S(=O)(=O)c1ccc2oc(C(=O)NCc3ccc(F)cc3)c(C)c2c1	3%	4%	10%	-4%	-6%	-20%	0%	-3%
Cc1ccc(C(=O)NC(=S)Nc2c(C)ccc3nsnc23)cc1	-11%	-6%	6%	2%	-3%	-9%	?	-17%
Cc1nc(S/C(=C/c2ccc(-c3cccc(Cl)c3)o2)C(=O)O)n[nH]1	8%	-4%	3%	9%	-5%	-25%	7%	2.8µM*
CN(C)S(=O)(=O)c1cccc(NC(=S)N/N=C/c2cccc(O)c2)c1	6%	-10%	-1%	-7%	0%	-19%	0%	-13%
O=C(O)Cn1cc2c(n1)CCCCC2	4%	-3%	4%	-6%	0%	-2%	13%	-5%
CC(C(=O)NC1CCCC1)N(Cc1ccc2c(c1)OCO2)C(=O)c1snc(C(N)=O)c1N (stereo unspecified)	43%[activator]	-11%	-2%	3%	-8%	-6%	?	4%
Cc1cc(NC(=O)C2CC2)n(-c2nc3ccccc3s2)n1	-1%	-2%	-1%	-11%	-1%	-11%	?	-11%
O=C(O)C1CC=CCC1C(=O)c1ccccc1 (stereo unspecified)	·	-17%	-16%	-4%	-3%	-13%	-3%	-14%
OCCNCCCCSc1ccc(Cl)cc1	11%	0%	3%	2%	1%	-2%	-4%	-7%
COC(=O)CCSCC(=O)Nc1ccc(C)c(S(=O)(=O)N2CCCCC2)c1	-1%	-6%	3%	4%	-3%	-16%	·	-12%
Cc1ccccc1C1NS(=O)(=O)N=C1N (stereo unspecified)	5%	3%	0%	-3%	-1%	9%	17%	8%
CC(=O)Oc1cc(-c2coc3cc(OC(C)=O)c(OC(C)=O)c(OC(C)=O)c3c2=O)cc(OC(C)=O)c1OC(C)=O	·	8.9µM*	-1%	3%	-7%	?	?	3.5µM*
CCOC(=O)CSc1nnc([C@H](Cc2ccccc2)NC(=O)OC(C)(C)C)o1	13%	-4%	-25%	2%	0%	-5%	-15%	-2%
CCOc1cc(C2C3=C(CCCC3=O)N(CCC(=O)O)C3=C2C(=O)CCC3)ccc1OS(=O)(=O)c1ccc(C)cc1	-12%	0%	-3%	?	3%	2%	?	0%
Cc1cccc(N2C(=O)CC(N3CCN(C(=O)c4ccccc4)CC3)C2=O)c1 (stereo unspecified)	3%	-5%	-9%	0%	1%	7%	25µM*	4%
O=C1CN(C(=O)CNC(=O)c2cccc(Cl)c2)c2ccccc2N1	·	1%	2%	6%	-1%	-12%	0%	-7%
CCc1cc(=S)n2c([nH]c3ccccc32)c1C#N	·	-11%	-5%	19%	-4%	?	?	?
Cc1c(C2(c3c(C)n(C)n(-c4ccccc4)c3=O)C(=O)Nc3ccc(F)cc32)c(=O)n(-c2ccccc2)n1C	·	8%	-21%	-3%	2%	-6%	-6%	-4%
O=C(NCCc1ccccc1)C1CCN(C2CCN(C(=O)CC3=CCCCC3)CC2)CC1	-9%	5%	-13%	-7%	-3%	-2%	?	-13%

Gathered by group: the entries above containing an aryl thioether with sulfur outside any ring.
SMILES	L3MBTL1 inh	Tau fibril FP	TRb-SRC2 inh	aGal spleen mod	TexasRed fluor	Tau fluor counter	ALDH1A1 block	Tau ThT inhib
Cc1nc(S/C(=C/c2ccc(-c3cccc(Cl)c3)o2)C(=O)O)n[nH]1	8%	-4%	3%	9%	-5%	-25%	7%	2.8µM*
OCCNCCCCSc1ccc(Cl)cc1	11%	0%	3%	2%	1%	-2%	-4%	-7%
CCOC(=O)CSc1nnc([C@H](Cc2ccccc2)NC(=O)OC(C)(C)C)o1	13%	-4%	-25%	2%	0%	-5%	-15%	-2%

Next section.
SMILES	L3MBTL1 inh	Tau fibril FP	TRb-SRC2 inh	aGal spleen mod	TexasRed fluor	Tau fluor counter	ALDH1A1 block	Tau ThT inhib
Cc1c2c(nc3nnnn13)CCCC2	-5%[11.4 µM]	0%	-11%	3%	-4%	-1%	8%	-2%
CCSCCC(NC1=CC(=O)CC(C)(C)C1)C(=O)O (stereo unspecified)	12%	1%	-1%	3%	0%	1%	2%	-11%
CCc1ccc(S(=O)(=O)Nc2ccc(-c3ccc(N4CCCC4)nn3)cc2)cc1	·	-6%	-4%	·	-2%	-12%	·	1%
COc1ccccc1CCNC(=O)C(=O)NCC(c1cccnc1)N1CCN(c2ccccc2)CC1 (stereo unspecified)	·	-2%	-1%	·	8%	1%	·	4%
O=C(NCC1CCCO1)c1ccc(S(=O)(=O)N2CCC(c3nc4ccc(Cl)cc4[nH]3)CC2)cc1 (stereo unspecified)	-9%	-1%	3%	1%	-4%	-2%	-6%	5%
CC1CCc2c(sc3ncn(CCO)c(=O)c23)C1 (stereo unspecified)	6%	-4%	1%	-3%	-1%	-8%	-5%	-2%
Cc1nnc(NC(=O)CSc2nnc(Cc3cccn3C)n2-c2ccccc2)s1	-5%	-9%	-6%	28%	-3%	0%	-17%	-9%
CC(CCc1ccccc1)NC(=O)COC(=O)c1cccc2ccccc12 (stereo unspecified)	15%	2%	7%	5%	2%	-15%	?	-14%
Cc1ccc(NC(=O)Cn2cc(S(=O)(=O)Cc3ccccc3)c3ccccc32)cc1C	·	-11%	16%	·	9%	?	·	-8%
CC(C)(C)c1ccc(C(=O)NC(Cc2c[nH]c3ccccc23)C(=O)OCC(=O)c2ccccc2)cc1 (stereo unspecified)	·	-14%	-5%	·	-2%	?	·	5%
O=C(N/N=C/c1cn(-c2ccccc2)nc1-c1cc2ccccc2o1)c1c[nH]c2ccccc12	-13%	14µM*	13%	-5%	-1%	?	?	3%
Cc1nn(-c2ccccc2)c(C)c1/C=N/n1c(-c2ccccc2Br)n[nH]c1=S	-5%	8%	1%	14%	-3%	-8%	·	-10%
CCN1CCN(Cc2ccc(NC(=O)c3cc(NC(=O)N4CCNC4=O)cc(OC)c3)cc2C(F)(F)F)CC1	·	-2%	-8%	2%	0%	-1%	·	-2%
O=C(NC1CCCCC1)C(c1ccco1)N(CCc1ccccc1)C(=O)C(F)(F)F (stereo unspecified)	4%	-4%	0%	-4%	2%	-14%	32µM*	-1%
Cc1ccc(Cl)cc1NC(=O)CC1NCCNC1=O (stereo unspecified)	2%	0%	-19%	1%	-4%	8%	9%	-2%
CCCc1nn(C)c(C(=O)Nc2ccccc2)c1Cl	14%	-4%	-13%	6%	-4%	-7%	-10%	0%
CC1=CCC(C(=O)O)C(C(=O)Nc2ccc(-c3nc4ccc(C)cc4s3)cc2)C1 (stereo unspecified)	?	-15%	2%	17%	-4%	-20%	·	8%
CCN(C(=O)CSc1nnc(Nc2ccccc2C)s1)C1CCS(=O)(=O)C1 (stereo unspecified)	6%	-2%	-4%	-2%	3%	-5%	-2%	-3%
CCCNC(C)C(=O)Nc1ccccc1C (stereo unspecified)	·	9%&0%&7%	-2%&2%&3%	9%&8%&7%	-4%&-1%&-1%	2%&-4%&-8%	-2%&0%	?
Cc1ccc(-c2ccc(/C=N/N3C(=O)C4C5C=CC(C6CC56)C4C3=O)o2)c([N+](=O)[O-])c1 (stereo unspecified)	-21%	4%	-6%	2%	0%	?	?	?
Cc1occc1C(=O)OCC(=O)Nc1ccc(F)cc1	1%	8%	-7%	1%	-1%	-13%	4%	-12%
CCOc1ccc(CNC(=O)CCc2c(C)nn(-c3ccc(N4CCCCC4)nn3)c2C)cc1	·	4%	1%	·	-2%	-3%	·	?
CN1C(C(=O)Nc2ccccn2)=C(O)c2sccc2S1(=O)=O	-6%	-2%&-6%	0%	-3%	1%	-9%&13%	5%	-8%&-10%
COc1cc(/C=C/C(=O)O)ccc1OS(=O)(=O)c1ccc(C)cc1	0%	0%	-3%	2%	-3%	-2%	?	-3%
Cc1ccc(C)n1NC(=O)c1ccccc1	-5%	3%	-3%	-13%	3%	-3%	0%	-3%
Cc1ccc(O)c(CO)n1	8%	4%	-1%	-4%	-2%	-7%	?	-6%
Cc1nc2ccc(S(=O)(=O)NCC(=O)N(C)Cc3ccco3)cc2s1	0%	-3%	-8%	-6%	-2%	3%	-4%	-2%
O=C(/C=N/O)NCCCn1ccnc1	0%	4%	3%	6%	2%	-3%	?	0%
O=C(c1ccccc1)c1cc(-c2ccccn2)c(N2CCOCC2)s1	29%	1%	8%	1%	3%	-9%	?	-10%
Cc1onc(-c2ccccc2)c1C(=O)Nc1ccc(OC(C)C)cc1	-3%	7%	-3%	-2%	0%	-14%	2%	-2%

Copied from the list.
`CCOc1ccc(CNC(=O)CCc2c(C)nn(-c3ccc(N4CCCCC4)nn3)c2C)cc1` | Tau fluor counter: -3%
`O=C(c1ccccc1)c1cc(-c2ccccn2)c(N2CCOCC2)s1` | Tau fibril FP: 1%

Additional records
SMILES	L3MBTL1 inh	Tau fibril FP	TRb-SRC2 inh	aGal spleen mod	TexasRed fluor	Tau fluor counter	ALDH1A1 block	Tau ThT inhib
O=C(Cn1cc(SCc2ccc(Cl)cc2)c2ccccc21)N1CCCC1	·	-4%	-3%	·	-3%	-21%	·	?
O=C(CSc1cccs1)NCCc1ccccc1	-1%	?	-1%	5%	-1%	-5%	-7%	-4%
O=C(Cn1cnc2ccccc2c1=O)OCCCCN1C(=O)c2ccccc2C1=O	9%	6%	-10%	1%	-3%	4%	-1%	5%
CCOC(NC(=O)c1ccccc1)C(NC(=O)c1ccccc1)OCC (stereo unspecified)	-7%	1%	-5%	8%	-6%	0%	-3%	-6%
O=C(Cc1ccc([N+](=O)[O-])cc1)N/N=C/c1ccco1	·	-2%	0%	-1%	0%	-9%	-4%	-7%
N#CC(C(=O)Nc1ccccc1)=C1Nc2ccccc2N1	·	6%	-2%	1%	-12%	?	?	?
CCc1ccc(NC(=O)C(Cc2ccccc2)NS(=O)(=O)c2ccc3c(c2)c(=O)n(C)c(=O)n3C)cc1 (stereo unspecified)	·	-7%	1%	·	-4%	?	·	-1%
Cc1ccc(-n2ncc3c(=O)n(CC(=O)NCc4ccco4)cnc32)cc1	7%	1%	-7%	-2%	-7%	5%	7%	5%

Assay outcomes deposited in PubChem by National Center for Advancing Translational Sciences (NCATS).
